Screening data (PubChem)
POLI inh = qHTS for Inhibitors of Polymerase Iota; DNA polymerase iota (Homo sapiens), Q9UNA4; Pol iota fluorescent replication assay, 10 min; Potency, µM (doses to about 115 µM), inactives show top-dose activity, negative = inhibition, usual class: inhibitors; 390,000 tested, 1% active; AID 588590, 2011; further: potency means the concentration at half of the fitted maximal effect
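Pol iota at 10 nM preincubated 15 min with compounds at room temperature; reaction started with fluorescent substrate, 50 nM final. Fluorescence read kinetically at 0 and 10 min; buffer-only wells as negative control.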
ERG Ets-DNA blk = qHTS for Small Molecule Inhibitors of the ERG Ets/DNA interaction; Potency, µM (series often up to 76.9 µM), inactives show top-dose FP activity, negative = inhibition, hits mostly inhibitors; 370,000 tested, 0.028% active; fluorescence polarization, His-ERG Ets domain / labelled DNA; Transcriptional regulator ERG (Homo sapiens), P11308; active means well fitted inhibition curve with a large enough effect in the polarisation, with a control signal flat; inconclusive means small, poorly fitted or top-dose-only effect, or effect the other way, or a change in a side signal; inactive means no such curve, though single readings can be large or run the other way; the % refers to the polarisation;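 further: polarization taken with two DNA probes labelled with fluorescein and Texas red; potency means the concentration at half of the fitted maximal effect; % of control where 0% means no effect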
Target sequence (P11308 whole entry, looked up, the tested form may be a part): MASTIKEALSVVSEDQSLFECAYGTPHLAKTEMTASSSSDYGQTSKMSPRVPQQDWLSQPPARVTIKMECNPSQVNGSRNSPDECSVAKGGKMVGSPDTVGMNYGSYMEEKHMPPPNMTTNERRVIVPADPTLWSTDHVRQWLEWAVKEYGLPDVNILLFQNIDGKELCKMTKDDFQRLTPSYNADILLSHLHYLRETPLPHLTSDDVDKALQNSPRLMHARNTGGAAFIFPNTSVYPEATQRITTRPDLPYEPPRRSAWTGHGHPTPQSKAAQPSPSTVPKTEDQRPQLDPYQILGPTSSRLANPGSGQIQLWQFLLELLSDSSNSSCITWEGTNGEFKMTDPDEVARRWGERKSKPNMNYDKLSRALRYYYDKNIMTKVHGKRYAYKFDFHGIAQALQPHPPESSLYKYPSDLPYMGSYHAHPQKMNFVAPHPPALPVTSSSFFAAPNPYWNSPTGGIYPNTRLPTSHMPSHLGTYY
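His-tagged ERG Ets domain (1 uM in the protein solution; 300mM KCl, 50mM Tris-HCl, 1mM EDTA, 1mM DTT, pH 7.5) received compound, then a probe mix of 5 nM fluorescein-DNA and 100nM Texas-615-DNA. Fluorescence polarization was read for both dyes.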
Apoferritin bind = qHTS Assay for Identification of Novel General Anesthetics | Potency, µM (top dose mostly 77.5 µM), for inactives: at the highest dose activity change, negative = displacement, actives largely listed as inhibitors | apoferritin/1-aminoanthracene competitive binding, fluorescence | 350,000 tested, 0.074% active; further: potency means the concentration at half of the fitted maximal effect; on the % scale 0 is the no-effect control and ±100 the full control effect; nearly all actives have a fitted effect of over 20% in size
Target sequence (P02791 2-175 limits assumed): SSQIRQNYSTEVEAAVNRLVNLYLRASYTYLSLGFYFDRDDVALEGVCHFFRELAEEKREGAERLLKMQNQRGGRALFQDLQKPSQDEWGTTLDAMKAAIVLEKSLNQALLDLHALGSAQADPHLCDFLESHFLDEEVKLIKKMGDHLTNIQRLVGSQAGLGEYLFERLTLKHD
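Apoferritin-based anesthetic binding model; compound displacement of fluorescent 1-AMA measured as endpoint fluorescence after 10 minutes at room temperature, scaled to free-ligand and complex controls.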
Pol beta inh = qHTS Assay for Inhibitors of DNA Polymerase Beta. P06746. Potency, µM (titrated, usually from 114 µM), for the others: at the highest dose activity change, negative = inhibition, hits mostly inhibitors. 340,000 tested, 1.3% active. Pol beta primer extension/strand displacement, fluorescence kinetic. AID 485314, 2010; further: potency means the concentration at half of the fitted maximal effect; on the % scale 0 is the no-effect control and ±100 the full control effect
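Pol beta (10 nM) and compounds were preincubated 15 min at room temperature, then 50 nM substrate (final) started primer extension/strand displacement. Reads were taken at 0 and 10 min; concentration-response data were fitted to a four-parameter Hill equation.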
TRHR agonist = qHTS for Small Molecule Agonists and Allosteric Enhancers of Human TRH Receptor: Primary Screen for Agonists | Thyrotropin-releasing hormone receptor (Homo sapiens), P34981 | TRHR cells, calcium flux fluo-8, FDSS agonist mode | activation, % at 2 µM | 360,000 tested, 0.18% active | AID 493084, 2011; in the data active means activation above about 30%; further: 0% is about no effect
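Steps: seed TRHR cells overnight; add fluo-8 no-wash Ca dye, RT 30 min–1.5 h; record 10 s baseline; pin-transfer compounds; monitor fluorescence 1 cycle/s for the agonist window. Calcium increases flag candidate agonists.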
APE1 inh = qHTS Assay for Inhibitors of the Human Apurinic/apyrimidinic Endonuclease 1 (APE1); DNA repair nuclease/redox regulator APEX1 (Homo sapiens), P27695; recombinant APE1, TAMRA/BHQ-2 abasic DNA cleavage fluorescence; Potency, µM (titrated, usually from 65.8 µM), for the others: at the highest dose activity change, negative = inhibition, actives largely listed as inhibitors; 350,000 tested, 0.35% active;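 further: potency means the concentration at half of the fitted maximal effect; plate controls were vehicle for no effect and reference inhibitor for full effect; nearly all actives have a fitted effect of over 55% in size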
Target sequence (P27695 whole entry, looked up): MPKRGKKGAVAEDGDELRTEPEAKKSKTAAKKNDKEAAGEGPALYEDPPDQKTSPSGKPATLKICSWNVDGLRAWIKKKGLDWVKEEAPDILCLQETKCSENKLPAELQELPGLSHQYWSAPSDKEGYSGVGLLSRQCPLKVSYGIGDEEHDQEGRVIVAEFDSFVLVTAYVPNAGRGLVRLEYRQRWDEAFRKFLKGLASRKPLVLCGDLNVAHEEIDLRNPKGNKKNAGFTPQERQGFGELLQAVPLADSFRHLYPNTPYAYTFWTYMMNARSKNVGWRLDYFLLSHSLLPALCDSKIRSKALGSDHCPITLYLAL
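Measures dequenching upon AP-site incision of a 5'-TAMRA/3'-BHQ-2 THF-containing duplex, 50 nM; human APE1 0.75 nM after 15 min room-temperature exposure to compound; kinetic three-point read at one-minute spacing.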
ALOX12 inh = Primary qHTS assay for inhibitors of human arachidonate 12S-lipoxygenase (ALOX12): Round 2. Polyunsaturated fatty acid lipoxygenase ALOX12 (Homo sapiens), P18054. purified 12hLO, xylenol orange hydroperoxide absorbance. Potency, µM (titrated, usually from 108 µM), without a hit: top-dose activity change, negative = inhibition, actives largely listed as inhibitors. 580,000 tested, 1.1% active. AID 1671190, 2021; further: potency means the concentration at half of the fitted maximal effect; on the % scale 0 is the no-effect control and ±100 the full control effect
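Hydroperoxide product was detected by ferrous iron/xylenol orange as the 573 to 405 nm absorbance ratio. Arachidonic acid at 40 uM (final) was turned over for 30 min at room temperature by 150 nM human 12hLO, pH 7.0 Hepes buffer, after 15 min compound preincubation.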
BLM inh = qHTS Assay for Inhibitors of Bloom's syndrome helicase (BLM); RecQ-like DNA helicase BLM (Homo sapiens), P54132; recombinant BLM DNA unwinding, fluorescence dequenching; Potency, µM (titrated, usually from 56.1 µM), inactives show top-dose activity change, negative = inhibition, usual class: inhibitors; 350,000 tested, 0.2% active; AID 2528, 2010;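 further: potency means the concentration at half of the fitted maximal effect; plate controls were vehicle for no effect and no enzyme for full effect; nearly all actives have a fitted effect of over 35% in size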
Pol kappa inh = qHTS for Inhibitors of Polymerase Kappa | Potency, µM (titrated, usually from 107 µM), for inactives: at the top dose activity, negative = inhibition, usual class: inhibitors | 400,000 tested, 0.53% active | DNA polymerase kappa (Homo sapiens), Q9UBT6 | AID 588579, 2011 | purified Pol kappa, fluorescent DNA synthesis assay, 10 min; further: potency means the concentration at half of the fitted maximal effect; on the % scale 0 is the no-effect control and ±100 the full control effect
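Kinetic fluorescence screen: compound preincubated 15 min RT with 10 nM enzyme; 50 nM substrate (final) initiates; reads at 0/10 min.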
The depositor's hits bear a star; i = inactive; ? = inconclusive; . = not tested or not shown; & = joins results of further samples; [ ] = remark or other dose. Unless noted, the call rests on the fitted dose curve; in most records, active means well fitted curve in the direction sought with a large enough effect; inconclusive means small, poorly fitted or top-dose-only effect, or another doubt; inactive means no such curve, though single readings can be large; an effect the other way counts as inactive or inconclusive. An excerpt; the hit share may differ from the screen's.

SMILES | POLI inh | ERG Ets-DNA blk | Apoferritin bind | Pol beta inh | TRHR agonist | APE1 inh | ALOX12 inh | BLM inh | Pol kappa inh
CCN(CC)CCCNC(=O)c1ccc2c(=O)n(Cc3ccc4c(c3)OCO4)c(=S)[nH]c2c1 | 152%[activator] | -7% | -16% | 6% | 0.6 | 2% | 40µM* | 6% | -1%
C[C@@]12CCC(OC(=O)c3ccccc3)CC1CCc1ccccc12 (some centres not stated) | . | . | 3% | . | . | -3% | . | -5% | -6%[60.1 µM]
COc1cccc(NC(=O)CCNC(=O)C2CCN(S(=O)(=O)c3ccc(F)cc3)CC2)c1 | 34%[activator] | -2% | -4% | 17% | -0.1 | 9% | 16% | 0% | 17%
Cc1cc(Nc2ccccc2)nc(N)n1 | 20% | 1% | -15% | 71% | -0.1 | 0% | 13% | -1% | 0%
Cc1cccc(NC(=S)NC(=O)c2cc(-c3ccccc3)nc3ccccc23)c1 | ? | 7% | -15% | 5% | 0.2 | -1% | ? | -8% | 8%
COc1ccc(CCN(Cc2cccs2)S(=O)(=O)c2ccc(-n3cnnn3)cc2)cc1OC | 25% | -2% | -12% | 1% | 0.4 | -1% | 0% | -2% | -14%
Cc1ccc(S(=O)(=O)Oc2ccc(/C=N/N=C3/NC(=O)C(CC(=O)O)S3)cc2)cc1 (configuration not stated) | -14% | -1% | -9% | 23% | -0.1 | 3% | 1% | 1% | -33%
O=C1N2CN(C(c3ccccc3)c3ccccc3)CN=C2SC1(CO)CO | 19% | 3% | -6% | 32% | 0.0 | -1% | -20% | -2% | -15%
CSc1ccccc1NC(=O)COC(=O)Cn1cc(C(F)(F)F)ccc1=O | 5% | -8% | . | . | -0.6 | 3% | 18% | . | -15%
COC(=O)N/N=C/c1cn(CCOc2ccc(OC)cc2)c2ccccc12 | -4% | -1% | 0% | 0% | 0.3 | 6% | 7% | -8% | -4%[60.1 µM]
Cc1ccc(NC(=O)CCc2nc3ccccc3[nH]2)cc1C | 3% | -13% | -14% | -2% | 0.2 | 0% | -1% | -5% | 5%
Cc1cc(N2CCOCC2)n2nc(C(F)(F)F)c(-c3ccccc3)c2n1 | 172%[activator] | -1% | -4% | -27% | 1.5 | 41% | 60%[activator] | 1% | 6%
FC(F)(F)c1nnc2c(Sc3ccccc3)nc3ccc(Cl)cc3n12 | 23% | -1% | -16% | 1% | . | 4% | -5% | 0% | 2%
Cc1ccc(-n2ccc(=O)c(C(=O)Nc3ccc(S(=O)(=O)Nc4nccs4)cc3)n2)cc1 | 35% | 13% | -4% | ? | 0.0 | 17% | 5% | -10% | -10%
C(#Cc1ccc(C#CCN2CCCC2)cc1)CN1CCCC1 | 34%[activator] | 0% | -8% | 0% | 1.0 | 3% | 17% | -4% | -8%
COc1cccc(-c2n[nH]c3c2C(c2cccc(O)c2)N(C)C3=O)c1 (configuration not stated) | 31%[activator] | 3% | 3% | 7% | 0.2 | . | ? | 5% | -4%
CCc1nnc(NC(=O)CSc2nc3c([nH]c4ccccc43)c(=O)n2-c2ccc(F)cc2)s1 | -2% | -2% | -14% | -16% | -0.4 | . | -8% | -5% | 0%[60.1 µM]
Nc1c(C(=O)NCc2ccc(Cl)cc2)sc2nc(-c3ccc(F)cc3)ccc12 | 4% | -2% | 270%[activator] | -17% | -1.4 | . | -23% | -7% | 1%
Cn1c(=O)c(-c2cccc(C#N)c2)nc2cnc(Oc3ccccc3)nc21 | . | . | . | . | . | 15% | -7% | 4% | 3%[60.1 µM]
C/C(CC(=O)Nc1c(Cl)cccc1C(F)(F)F)=N\NC(=O)c1cnccn1 | 17% | 3% | . | . | . | . | 3% | . | 5%
CC(NC(=O)c1cccc(S(=O)(=O)N(C)C)c1)C1CC2CCC1C2 (configuration not stated) | 19% | -2% | -1% | 2% | -0.2 | 26% | -2% | -3% | 2%
CCNC(=S)NNC(=O)c1cc(-c2cccnc2)nc2ccccc12 | 85%[activator] | 13% | 0% | -1% | -0.2 | -4% | 9% | -3% | -10%
COCCn1nnnc1C(c1ccc2ncccc2c1)N1CCc2ccccc21 (configuration not stated) | -4% | . | -14% | 34% | -0.3 | 3% | 0% | -2% | 1%[60.1 µM]
O=[N+]([O-])c1ccc(N/N=C/c2sc(N3CCOCC3)nc2-c2ccccc2)c(S(=O)(=O)Nc2ccc(Cl)cc2)c1 | -4% | 15% | -3% | -1% | 15 | 2% | 0% | -2% | 8%
Cc1cccc(C)c1NC(=O)NC1(C(=O)NCCN2CCOCC2)CCCCC1 | 147%[activator] | -22% | -1% | 21% | -1.6 | 18% | -6% | -8% | 2%
COCCn1c(=O)[nH]c2cc(C(=O)NCCN3CCN(c4ccc(OC)cc4)CC3)ccc2c1=O | -1% | -1% | 3% | 17% | -0.4 | 17% | 8% | -10% | 4%
Cc1noc(NS(=O)(=O)c2ccc(NC(=O)c3cc(S(=O)(=O)Nc4ccc(F)cc4)ccc3Cl)cc2)c1C | 2% | 42%[activator] | . | . | . | . | 78% | . | -12%
O=C(O)C1CC=CCC1C(=O)NCCCCc1ccccc1 (configuration not stated) | 31%[activator] | ? | -7% | 15% | 0.1 | 17% | -6% | -11% | 4%
COc1cc(O)c(C(CC(=O)N2CCOCC2)c2cc(OC)c(OC)c(OC)c2)c(OC)c1 (configuration not stated) | 12%&16% | 4% | 2%&-7% | 16% | -0.2 | 5%&2% | 16% | 4%&2% | -22%&6%
COc1ccc(N2C(=O)/C(=C\c3ccco3)N=C2SCC(=O)NC(C)C)cc1Cl | 158%[activator] | -5% | -8% | 3% | -0.2 | 12% | ? | -14% | -9%
CCCNS(=O)(=O)c1ccc(CCC(=O)N2CCCCC2)cc1 | 28% | -7% | -10% | -1% | -0.6 | 1% | 0% | 0% | 0%
CC(Sc1nn(-c2ccc(F)cc2)c(=S)s1)C(=O)c1c(N)n(C)c(=O)n(C)c1=O (configuration not stated) | -6% | . | . | . | -0.5 | 32% | -13% | . | -7%
CCC(=O)O/N=C(\N)c1ccc(Oc2cc(C)c(Cl)c(C)c2)c([N+](=O)[O-])c1 | 99%[activator] | 12% | 2% | 18% | 0.5 | 18% | 8% | -8% | -10%
CCc1ccc(N2CC(C(=O)OCC(=O)Nc3ccccc3C)CC2=O)cc1 (configuration not stated) | 49%[activator] | 17% | . | . | -0.8 | 47% | 24% | . | 5%
COc1ccc(-n2ccc(=O)c(C(=O)Nc3ccc(S(=O)(=O)Nc4nccs4)cc3)n2)cc1 | ? | 17% | -2% | ? | 0.0 | 36% | ? | -14% | -13%
CCCCCC(=O)Nc1cc(S(=O)(=O)N2CCOCC2)ccc1Oc1ccc(OCC)cc1 | 59%[activator] | -2% | . | . | 0.2 | 4% | -16% | . | -15%
CC(NC(=O)c1cc(COc2c(F)cccc2F)on1)c1cnn(-c2ccccc2)c1 (configuration not stated) | -13% | -12% | -4% | -14% | 0.9 | -9% | -10% | -11% | 6%
O=C(CSc1nnnn1-c1cccc(C(=O)O)c1)NC(c1ccccc1)c1ccccc1 | 40%[activator] | -1% | -4% | -9% | 0.4 | 1% | 3% | -6% | 4%
COc1ccccc1NC(=O)NNC(=O)c1ccc(-c2ccccc2)cc1 | -10% | 0% | -18% | -11% | -0.5 | 13% | i | -3% | -4%
CC(=O)Nc1ccc(-c2nnc3n(Cc4ccc(C)cc4)c(=O)c4ccccc4n23)cc1 | 8% | 2% | 13% | 0% | -0.6 | . | -18% | -1% | -40%
Cc1ccc(CSc2nc3c(c(SCC(=O)O)n2)CCCC3)cc1 | 34%[activator] | 2% | -10% | -23% | . | 3% | 0% | 5% | -11%
Cc1cc(C)n(-c2ccc3cccc(NS(C)(=O)=O)c3n2)n1 | 4% | 0% | -9% | 8% | -0.1 | -1% | -9% | -1% | -16%
N#Cc1nc(N2CCCC2)nc(N2CCCC2)n1 | 21%&-10% | 5% | -21% | 23% | 1.6 | 1% | 0% | -7% | -2%&2%

Four consecutive records out of the list so far, for reference:
SMILES | POLI inh | ERG Ets-DNA blk | Apoferritin bind | Pol beta inh | TRHR agonist | APE1 inh | ALOX12 inh | BLM inh | Pol kappa inh
CCCNS(=O)(=O)c1ccc(CCC(=O)N2CCCCC2)cc1 | 28% | -7% | -10% | -1% | -0.6 | 1% | 0% | 0% | 0%
CC(Sc1nn(-c2ccc(F)cc2)c(=S)s1)C(=O)c1c(N)n(C)c(=O)n(C)c1=O (configuration not stated) | -6% | . | . | . | -0.5 | 32% | -13% | . | -7%
CCC(=O)O/N=C(\N)c1ccc(Oc2cc(C)c(Cl)c(C)c2)c([N+](=O)[O-])c1 | 99%[activator] | 12% | 2% | 18% | 0.5 | 18% | 8% | -8% | -10%
CCc1ccc(N2CC(C(=O)OCC(=O)Nc3ccccc3C)CC2=O)cc1 (configuration not stated) | 49%[activator] | 17% | . | . | -0.8 | 47% | 24% | . | 5%
